Sm TGR inh: qHTS Assay for the Inhibitors of Schistosoma Mansoni Peroxiredoxins; Potency, µM (highest dose often 114 µM), without a hit: at the top dose activity change, negative = inhibition, hits mostly inhibitors; purified TGR, DTNB reduction, TNB absorbance 405 nm; hit rate 3% among 360,000; Schistosoma mansoni thioredoxin glutathione reductase (TGR), Q962Y6; note: potency is the fitted concentration of half-maximal effect; % is set by controls: 0 for no effect and ±100 for the full control effect; nearly all actives have a fitted effect of over 60% in size
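First, TGR (20 nM dispensed) and NADPH were mixed with compound. Second, a 15 min room-temperature incubation followed. Third, further NADPH and then DTNB were added to start the reaction. Finally, TNB absorbance was monitored kinetically.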
CHX counter: Cycloheximide Counterscreen for Small Molecule Inhibitors of Shiga Toxin. cell reporter, cycloheximide protein synthesis inhibition counterscreen. max response, %. hit rate 12% among 300,000; in the data active = max response mostly above about 13%, no sharp cut-off; inactive = mostly below about 14%; note: read at 38.3 µM for the half of the compounds with a filed dose; 0% is about no effect
Pf growth 48h: Primary qHTS for delayed death inhibitors of the malarial parasite plastid, 48 hour incubation; hit rate 5.9% among 310,000; P. falciparum luciferase growth in erythrocytes, 48 h; Potency, µM (doses to about 28.7 µM), for the others: at the highest dose activity change, negative = inhibition, actives largely listed as inhibitors; note: potency is the fitted concentration of half-maximal effect; % is set by controls: 0 for no effect and ±100 for the full control effect
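Firefly luciferase activity from engineered P. falciparum reports growth; inhibitors lower the luminescent signal. Cultures contained 2% hematocrit erythrocytes at 0.1% final parasitemia.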
Pf growth 96h: Primary qHTS for delayed death inhibitors of the malarial parasite plastid, 96 hour incubation; P. falciparum luciferase reporter growth, 96 h; Potency, µM (titrated, usually from 28.7 µM), for inactives: top-dose activity change, negative = inhibition, usual class: inhibitors; hit rate 6.9% among 320,000; note: potency is the fitted concentration of half-maximal effect; % is set by controls: 0 for no effect and ±100 for the full control effect
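Readout is luminescence from an integrated firefly luciferase in P. falciparum. Red cells, 2% hematocrit and 0.05% parasitemia final, were cultured with compound through two parasite generations (96 hours) at 37 C, 5% CO2.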
Shiga toxin inh: A qHTS for Small Molecule Inhibitors of Shiga Toxin; Vero cells, Shiga toxin protein synthesis inhibition reporter; inhibition, % at 38.7 µM; hit rate 9.2% among 290,000; AID 2315, 2010; in the data active = inhibition mostly above about 28%, no sharp cut-off; inactive = mostly below about 43%; note: 0% is about no effect
Giardia FBPA inh: qHTS Assay for Inhibitors of Fructose-1,6-bisphosphate Aldolase from Giardia Lamblia; A8B2U2; purified Giardia FBPA; Potency, µM (titrated, usually from 59.6 µM), for the others: at the highest dose activity, negative = inhibition, actives largely listed as inhibitors; hit rate 0.71% among 290,000; note: potency is the fitted concentration of half-maximal effect; % is set by controls: 0 for no effect and ±100 for the full control effect; nearly all actives have a fitted effect of over 55% in size
Target sequence (A8B2U2 whole entry, looked up): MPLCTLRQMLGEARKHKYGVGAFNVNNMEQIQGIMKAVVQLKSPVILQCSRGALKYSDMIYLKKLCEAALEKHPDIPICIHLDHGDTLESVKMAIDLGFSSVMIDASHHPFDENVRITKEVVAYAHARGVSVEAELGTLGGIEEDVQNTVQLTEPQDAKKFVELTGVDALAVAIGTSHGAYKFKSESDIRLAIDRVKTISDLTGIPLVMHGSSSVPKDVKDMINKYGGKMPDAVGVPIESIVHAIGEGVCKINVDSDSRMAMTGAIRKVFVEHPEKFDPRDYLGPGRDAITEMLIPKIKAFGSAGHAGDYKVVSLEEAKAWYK
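Giardia FBPA (40 nM reagent) was preincubated 10 min at RT with compound (up to 57.5 uM final), then substrate plus GAPDH/TPI/NAD/arsenate coupling system with diaphorase/resazurin was added; resorufin fluorescence (525/598 nm) was read after 20 min.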
Numbers without * were called inactive; ? = inconclusive; nt = no result given; [ ] = remark or other dose. Unless noted, calls come from the whole dose curve; as a rule, active = well fitted curve in the direction sought with a large enough effect; inconclusive = small, poorly fitted or top-dose-only effect, or another doubt; inactive = no such curve, though single readings can be large; an effect the other way counts as inactive or inconclusive.

Below each SMILES – Sm TGR inh, CHX counter, Pf growth 48h, Pf growth 96h, Shiga toxin inh, Giardia FBPA inh
Cc1ccc(SCC(=O)O/N=C(\N)c2cccc([N+](=O)[O-])c2)cc1
 : 6%, -1, -4%, -4%, -13, -1%
Nc1ccc(Cc2nc3c(ccc4ccccc43)[nH]2)cc1
 : -9%, 46*, 66%[activator], 105%[activator], 97*, -14%
CCOc1ccc(NC(=O)CCC(=O)NNC(=O)c2ccccc2Cl)cc1
 : 8%, 0, 17%, ?, -4, nt
O=C(CSc1nc2ccccc2c(=O)n1-c1ccc(F)cc1)Nc1ccc(N2CCOCC2)cc1
 : -3%, -2, -26%, ?, -6, -1%
COCC(C)NC(=S)NC(=O)c1cc(S(=O)(=O)N2CCOCC2)ccc1C (stereo unspecified)
 : -15%, -2, 2%, 1%, 3, -1%
Cc1ccc(NC(=O)CCCNC(=O)c2ccc(Cl)cc2)c(Br)c1
 : 4%, 5, -9%, 1%, 10, 4%
COc1ccc(N2CCN(C(=O)/C(C#N)=C/c3ccccc3)CC2)cc1
 : -31%, 14*, -20%, ?, 34, -27%
Cc1csc(NC(=O)C(NC(=O)c2ccccc2F)C(C)C)n1 (stereo unspecified)
 : -4%, 6, 17%, 10%, 17, 9%
Cc1ccc2nc(Cl)c3cc(C(=O)N(CCN(C)C)Cc4ccco4)sc3c2c1
 : ?, -16, ?, ?, -46, -8%
O=C(Nc1cc(C(F)(F)F)ccc1N1CCOCC1)C1Cc2ccccc2CN1C(=O)c1ccco1 (stereo unspecified)
 : 0%, 7, ?, -2%, 8, -28%

Below each SMILES – Sm TGR inh, CHX counter, Pf growth 48h, Pf growth 96h, Shiga toxin inh, Giardia FBPA inh
CCCc1ccc2oc(C(=O)N3CCNC(=O)C3CC(=O)OC)c(C)c2c1 (stereo unspecified)
 : -10%, 19*, -9%, 4%, -10, nt
COc1cccc(Cn2cccc(NC(=O)Nc3ccccc3C)c2=O)c1
 : 4%, -4, -1%, 33%[activator], -8, -3%
CC(=O)Cc1c(C(=O)O)c(C)nn1-c1ccccc1
 : -12%, -2, -4%, 2%, -7, ?
CCCC[n+]1ccn(-c2nc3ccccc3nc2[N-]S(=O)(=O)c2ccccc2)c1
 : -15%, -4, nt, 15µM*, 12, 0%
COc1ccc(S(=O)(=O)Nc2nnc(C(C)(C)C)s2)cc1
 : 0%, -4, 10%, -3%, -12, -12%
CCn1cc(CNC(=O)C2C3CCC(C3)C2C(=O)O)cn1 (stereo unspecified)
 : -1%, -1, 25%, 96%[activator], -12, 3%
CCCn1nc(C(=O)NCC(C)(C)N2CCOCC2)c2ccccc2c1=O
 : 5%, -2, -1%, ?, -18, nt
O=C(CCn1c(=S)[nH]c2cc3c(cc2c1=O)OCO3)NCc1ccccc1Cl
 : -10%, -1, 1%, ?, -6, nt
NC(=O)c1ccccc1NC(=O)c1ccoc1
 : 0%, 8, 30%[activator], 46%[activator], 1, nt
CNC(=S)Nc1cc(C(F)(F)F)ccc1Cl
 : -29%, -4, 17%, 12%, 3, -1%

Part of the list above, with tabs:
Structure	Sm TGR inh	CHX counter	Pf growth 48h	Pf growth 96h	Shiga toxin inh	Giardia FBPA inh
O=C(CSc1nc2ccccc2c(=O)n1-c1ccc(F)cc1)Nc1ccc(N2CCOCC2)cc1	-3%	-2	-26%	?	-6	-1%
COCC(C)NC(=S)NC(=O)c1cc(S(=O)(=O)N2CCOCC2)ccc1C (stereo unspecified)	-15%	-2	2%	1%	3	-1%
Cc1ccc(NC(=O)CCCNC(=O)c2ccc(Cl)cc2)c(Br)c1	4%	5	-9%	1%	10	4%
COc1ccc(N2CCN(C(=O)/C(C#N)=C/c3ccccc3)CC2)cc1	-31%	14*	-20%	?	34	-27%
Cc1csc(NC(=O)C(NC(=O)c2ccccc2F)C(C)C)n1 (stereo unspecified)	-4%	6	17%	10%	17	9%
Cc1ccc2nc(Cl)c3cc(C(=O)N(CCN(C)C)Cc4ccco4)sc3c2c1	?	-16	?	?	-46	-8%
O=C(Nc1cc(C(F)(F)F)ccc1N1CCOCC1)C1Cc2ccccc2CN1C(=O)c1ccco1 (stereo unspecified)	0%	7	?	-2%	8	-28%
CCCc1ccc2oc(C(=O)N3CCNC(=O)C3CC(=O)OC)c(C)c2c1 (stereo unspecified)	-10%	19*	-9%	4%	-10	nt
COc1cccc(Cn2cccc(NC(=O)Nc3ccccc3C)c2=O)c1	4%	-4	-1%	33%[activator]	-8	-3%
CC(=O)Cc1c(C(=O)O)c(C)nn1-c1ccccc1	-12%	-2	-4%	2%	-7	?
CCCC[n+]1ccn(-c2nc3ccccc3nc2[N-]S(=O)(=O)c2ccccc2)c1	-15%	-4	nt	15µM*	12	0%
COc1ccc(S(=O)(=O)Nc2nnc(C(C)(C)C)s2)cc1	0%	-4	10%	-3%	-12	-12%
CCn1cc(CNC(=O)C2C3CCC(C3)C2C(=O)O)cn1 (stereo unspecified)	-1%	-1	25%	96%[activator]	-12	3%
CCCn1nc(C(=O)NCC(C)(C)N2CCOCC2)c2ccccc2c1=O	5%	-2	-1%	?	-18	nt
O=C(CCn1c(=S)[nH]c2cc3c(cc2c1=O)OCO3)NCc1ccccc1Cl	-10%	-1	1%	?	-6	nt
NC(=O)c1ccccc1NC(=O)c1ccoc1	0%	8	30%[activator]	46%[activator]	1	nt
CNC(=S)Nc1cc(C(F)(F)F)ccc1Cl	-29%	-4	17%	12%	3	-1%

Next entries.
Below each SMILES – Sm TGR inh, CHX counter, Pf growth 48h, Pf growth 96h, Shiga toxin inh, Giardia FBPA inh
CCOCCCn1c(NN)nc2ccccc2c1=O
 : 12%, 27, -22%, 0%, -3, ?
CN(CC(=O)Nc1ccc(F)c(F)c1)S(=O)(=O)c1cccs1
 : 0%, 10, 30%, -3%, 2, 5%
CCOCC(=O)NC1CCSC1=O (stereo unspecified)
 : -8%, -2, 15%, ?, -3, 2%
Cc1cccc(C(=O)Nc2ccc(C(=O)/C=C/c3cccs3)cc2)c1
 : 1%, 76*, 36%[activator], ?, 100*, -6%
NNc1nnc2c3cc(F)ccc3n(Cc3ccccc3)c2n1
 : -5%, -1, 1.5µM*, 3.3µM*, -12, -6%
COc1ccc(CNC(=O)C2CCCN(C(=O)Nc3ccccc3OC)C2)cc1 (stereo unspecified)
 : -1%, -2, 12%, -8%, -18, 9%
Cc1ccc(OC(=O)C2CSC3(C)CCC(=O)N23)c(Br)c1 (stereo unspecified)
 : -15%, nt, 23%, 5.9µM*, nt, nt
CN1N=C(C(C)(C)C)CSC1=Nc1ccc(F)cc1
 : -1%, 19*, ?, 10%, 36, 1%
COc1ccc(CC(=O)Nc2ccc(-c3nnc(-c4ccc(C)cc4)o3)cc2)cc1
 : -7%, -2, -30%, 11%, -2, 10%
CCc1nn(C(C)C(=O)N2CCN(c3ccc(OC)cc3)CC2)c(=O)c2cc3occc3n12 (stereo unspecified)
 : -17%, 2, 8%, ?, -3, 14%

Below each SMILES – Sm TGR inh, CHX counter, Pf growth 48h, Pf growth 96h, Shiga toxin inh, Giardia FBPA inh
COc1ccc(C(C(=O)NCc2ccc(F)cc2)N(Cc2cccnc2)C(=O)c2snc(C(N)=O)c2N)cc1 (stereo unspecified)
 : 0%, -2, ?, 6%, -5, nt
O=C(COC(=O)/C=C/c1cccs1)Nc1ccc2ccccc2c1
 : 7%, -1, -11%, 39%[activator], -4, 4%
Cc1cc(CN(C)C)c(OC(=O)N(C)C)cc1C
 : -8%, -7, -2%, -12%, -20, 0%
Cn1ccnc1C(O)(c1ccccc1)c1ccccc1
 : 0%, -4, 17%, 6%, 13, -1%
C=CCN(C(=O)CCC(=O)O)C1CC(=O)N(c2ccc(OCCC)cc2)C1=O (stereo unspecified)
 : 0%, -1, 15%, -35%, 8, -5%
COc1ccc(C)cc1Nc1cc(C)nc2nc(C)nn12
 : -15%, -3, -11%, -3%, -2, 3%
COc1cc(CNc2nc(C)c([N+](=O)[O-])c(C)c2C#N)cc(OC)c1OC
 : -3%, -4, 6%, ?, 9, -12%
CCOC(=O)c1c(C)[nH]c(C(=O)OCC(=O)N(CC(C)C)C2CCS(=O)(=O)C2)c1C (stereo unspecified)
 : -18%, nt, ?, ?, nt, nt
O=C1C(=O)N(Cc2ccccc2)C(=O)N1CCN1C(=O)c2ccccc2C1=O
 : -2%, -2, 18%, 13%, 35, 9%
COc1ccc(NC(=S)N/N=C/c2ccc(F)c(F)c2)cc1
 : -3%, 20*, -9%, 0%, 41*, -5%

Below each SMILES – Sm TGR inh, CHX counter, Pf growth 48h, Pf growth 96h, Shiga toxin inh, Giardia FBPA inh
CSc1ccc(C(=O)C2CCCN(Cc3cccc4nccnc34)C2)cc1 (stereo unspecified)
 : -22%, -3, 10µM*, ?, -17, 7%
Cc1ccc(S(=O)(=O)c2nc(S(C)(=O)=O)sc2N2CCC3(CC2)OCCO3)cc1
 : 1%, -2, ?, ?, -7, 4%
Cc1csc(NC(=O)c2ccccc2[N+](=O)[O-])n1
 : -27%, -5, nt, 74%[activator], -18, 0%
CCn1cc(C(=O)NCc2ccccc2)c2ccccc21
 : 11%, 17, ?, 10%, 33, -1%
CC(=O)c1ccc(OCC(O)CN2C(C)CCCC2C)cc1 (stereo unspecified)
 : 3%, -6, nt, 8.3µM*, -3, -4%
Cc1cc(C(=O)CSc2nc(N)cc(=O)[nH]2)c(C)n1-c1ccc(OC(F)F)cc1
 : 5%, 0, -10%, -17%, -13, -4%
COc1ccc(S(=O)(=O)Nc2ccc(-c3ccc4nnc(C)n4n3)cc2)c(OC)c1
 : 5%, nt, ?, ?, nt, nt
COc1ccccc1NS(=O)(=O)c1cc(Cl)ccc1OC
 : 0%, -4, -17%, nt, -13, 0%
COC(=O)c1ccc(-c2noc(CN(Cc3ccccn3)CC3CCCO3)n2)cc1 (stereo unspecified)
 : 7%, -2, 3%, ?, 20, -10%
CC(C)CCN1C(=O)c2ccc(C(=O)Nc3ccccn3)cc2C1=O
 : -14%, 2, 10%, 11%, 30, nt

Below each SMILES – Sm TGR inh, CHX counter, Pf growth 48h, Pf growth 96h, Shiga toxin inh, Giardia FBPA inh
CCOc1ncccc1C(=O)Nc1ccc(C(=O)Nc2ccc(OC)cc2)cc1
 : -9%, nt, ?, 4%, nt, nt
Cc1ccc(C)c(NC(=O)CCN2CCN(CCO)CC2)c1
 : -33%, -1, 7%, 0%, nt, ?
COc1ccc(CNC(=O)CSc2n[nH]c(N)n2)cc1
 : 2%, 8, -11%, 11%, -2, -9%
CC(=O)OCC1=C(C(=O)O)N2C(=O)C(NC(=O)COc3ccc(F)cc3)C2SC1 (stereo unspecified)
 : 14µM*, nt, -10%, 28%, nt, nt
COc1ncccc1C(=O)N1CCCC(N2CCN(c3cccc(Cl)c3)CC2)C1 (stereo unspecified)
 : ?, 9, -29%, ?, -4, nt
Cc1ccc2nc3c(cc(C(N)=S)c(=N)n3CCCOC(C)C)c(=O)n2c1
 : -23%, -1, 12µM*, 1.5µM*, 10, ?
Fc1ccc2c(c1)C(c1cccnc1)=NNC(c1cccs1)=N2
 : 0%, 15, 6%, 7.4µM*, -3, 6%

Screening results (PubChem)

Outcome played no part in choosing rows; 24% or so of the library scored in one or more.
